# TLR9-MyD88 inh: TLR9-MyD88 interaction inhibition. Q9NR96+Q99836. CHO BLA complementation TLR9-MyD88, CCF4 FRET ratio. inhibition, % at 4.98 µM. 340,000 tested, 0.21% active;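 active means inhibition above the mean over all tested compounds plus 3 SD, cut at about 21% in these data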;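 further: 0% = DMSO only wells and 100% = clavulanate BLA inhibitor control wells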
# C8 TRAIL sens: caspase-8 TRAIL sensitization; inhibition (viability loss, TRAIL sensitization), % at 10 µM; 360,000 tested, 1% active; NB7+C8 cells + TRAIL, ATPlite viability luminescence;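 active means compounds causing at least 50% loss of cell viability in the single-dose screen, relative to plate controls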
# NCOA2 inhibitor: inhibits human steroid receptor coactivator 2. inhibition, % at 9 µM. Q15596. AID 651957. 370,000 tested, 0.17% active. HEK293 GAL4-SRC2 luciferase reporter, luminescence;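 active means inhibition above the mean inhibition of all tested compounds plus 3 SD, set per campaign, cut at about 52% in these data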;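 further: 0% = DMSO treated cells and 100% = cells given Gossypol at 36 µM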
# SRC1 inh: inhibitors of human steroid receptor coactivator 1 (SRC1) | AID 588354 | HEK293 GAL4-SRC1 luciferase reporter, luminescence | inhibition, % at 3.6 µM | 360,000 tested, 0.12% active | Q15788;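 active means inhibition above the campaign mean plus 3 SD, with each screening campaign given its own cutoff, cut at about 60% in these data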;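 further: 0% = DMSO treated cells and 100% = gossypol at 36 µM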
# TROY NFkB inh: inhibitors of TROY-dependent NF-kB signaling; Q293 LMP1-TROYcd NF-kB luciferase reporter, 4 h; inhibition, % at 10 µM; 360,000 tested, 0.98% active;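 active means compounds whose plate-normalised and pattern-corrected inhibition of the luciferase reporter signal at the single screening dose is 50% or more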
# NR5A2 inv ag: suppresses constitutive activity of human LRH-1; O00482; HEK293T StAR-luciferase reporter, LRH-1 transfected, 24 h; inhibition, % at 3.6 µM; 360,000 tested, 0.13% active; AID 602396;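 active means inhibition above the mean inhibition of all tested compounds plus 3 SD, cut at about 73% in these data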;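 further: 0% = DMSO wells and 100% = reporter-only cells lacking LRH-1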
# Target sequence (O00482 whole entry, looked up): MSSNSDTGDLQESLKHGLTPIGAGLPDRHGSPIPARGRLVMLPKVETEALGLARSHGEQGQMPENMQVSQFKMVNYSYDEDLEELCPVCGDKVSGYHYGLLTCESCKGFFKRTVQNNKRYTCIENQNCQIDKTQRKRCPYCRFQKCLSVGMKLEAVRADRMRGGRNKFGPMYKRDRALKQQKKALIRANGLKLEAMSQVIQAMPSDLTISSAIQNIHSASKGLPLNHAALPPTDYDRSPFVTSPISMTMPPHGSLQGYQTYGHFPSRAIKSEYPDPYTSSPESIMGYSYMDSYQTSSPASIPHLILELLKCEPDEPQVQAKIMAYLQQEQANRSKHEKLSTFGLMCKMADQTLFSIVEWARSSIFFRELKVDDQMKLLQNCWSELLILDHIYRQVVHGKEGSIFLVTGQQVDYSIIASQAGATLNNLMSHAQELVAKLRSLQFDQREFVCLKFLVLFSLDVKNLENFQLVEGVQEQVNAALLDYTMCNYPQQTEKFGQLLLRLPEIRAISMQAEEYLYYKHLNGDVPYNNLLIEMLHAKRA
# TWEAK Fn14 block: inhibitors of TWEAK-Fn14 interaction signaling | TWEAK-stimulated Fn14 reporter cells, luciferase luminescence, 8 h | inhibition, % at 10 µM | 360,000 tested, 2% active | AID 1159606; in the data active means inhibition above about 50%
# COUP-TFII inh: inhibitors of human COUP-TFII (NR2F2) | P24468 | 370,000 tested, 0.7% active | inhibition, % at 8.6 µM | HEK293T NGFI-A luciferase reporter, luminescence;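 active means inhibition above a per-plate cutoff, mean inhibition of test wells between control levels plus 3 SD, cut at about 38% in these data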;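 further: cells cotransfected with COUP-TFII expression vector driving the NGFI-A reporter; 0% = median of COUP-TF2 test wells and 100% = reporter-only cells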
# EBV LMP1 NFkB: reduces LMP1-driven NF-kappaB luciferase signal; LMP1-induced NF-kappaB luciferase reporter cells, luminescence; inhibition, % at 12.5 µM; 350,000 tested, 0.69% active; in the data active means inhibition above about 41%;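 further: 0% = neutral control wells and 100% = reference inhibitor control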
# SRC3 inh: human NCOA3 inhibition. 360,000 tested, 0.17% active. inhibition, % at 3.6 µM. Q9Y6Q9. HEK293 GAL4-SRC3 luciferase reporter, luminescence;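 active means inhibition above a per-campaign cutoff, the mean of all compounds plus 3 SD, cut at about 60% in these data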;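 further: 0% = DMSO-treated cells and 100% = gossypol-treated cells at 36 µM; higher means less SRC3-driven luciferase light from the GAL4 reporter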
# NOD2-RIPK2 inh: NOD2-RIPK2 protein interaction inhibition | O43353 | CHO BLA complementation NOD2-RIPK2, CCF4 ratio | inhibition, % at 4.98 µM | 360,000 tested, 0.38% active; in the data active means inhibition above about 21%;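 further: 0% = vehicle only and 100% = reference blocker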
# Target sequence (O43353 whole entry, looked up): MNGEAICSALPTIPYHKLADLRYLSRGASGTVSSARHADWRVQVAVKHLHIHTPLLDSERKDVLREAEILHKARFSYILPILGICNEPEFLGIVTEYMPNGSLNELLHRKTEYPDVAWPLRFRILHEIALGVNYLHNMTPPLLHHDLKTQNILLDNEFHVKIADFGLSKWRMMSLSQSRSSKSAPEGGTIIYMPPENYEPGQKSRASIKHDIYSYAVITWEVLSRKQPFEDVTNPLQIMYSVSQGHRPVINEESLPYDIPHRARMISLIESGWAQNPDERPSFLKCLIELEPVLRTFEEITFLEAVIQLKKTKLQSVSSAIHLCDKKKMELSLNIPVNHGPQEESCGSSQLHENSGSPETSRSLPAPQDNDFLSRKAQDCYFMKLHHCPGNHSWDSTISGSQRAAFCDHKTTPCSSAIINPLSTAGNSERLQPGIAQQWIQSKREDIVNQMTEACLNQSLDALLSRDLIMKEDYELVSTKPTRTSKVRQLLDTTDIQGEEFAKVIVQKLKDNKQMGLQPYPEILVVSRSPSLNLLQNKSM
# Numbers without * were called inactive; . = not tested or not shown.
no.	SMILES	TLR9-MyD88 inh	C8 TRAIL sens	NCOA2 inhibitor	SRC1 inh	TROY NFkB inh	NR5A2 inv ag	TWEAK Fn14 block	COUP-TFII inh	EBV LMP1 NFkB	SRC3 inh	NOD2-RIPK2 inh
1	C[C@H](CO)N1C[C@H](C)[C@@H](CN(C)C(=O)Nc2ccccc2)Oc2ccc(NC(=O)Cc3ccccc3)cc2C1=O	-2	9	-12	4	3	17	-10	-24	1	13	1
2	O=C(/C=C/c1ccc(Cl)cc1)NCCc1ccccc1	2	6	-17	-10	-51	5	1	-7	-29	-22	-7
3	N#CCCCN1C(=O)C(=C(C#N)C#N)c2ccccc21	8	-2	13	-23	-6	6	30	-9	-13	8	-1
4	CC1(C)CC(=O)C(C(O)c2cccc([N+](=O)[O-])c2)C(C)(C)N1 (centres undefined)	11	-1	0	-16	3	-7	5	6	7	3	-10
5	COC(=O)c1ccc(CO/N=C2\CCCc3nonc32)cc1	6	-11	-11	-40	-34	1	-21	-15	-21	-10	-9
6	Cc1ccc(S(=O)(=O)N2CCC(C(=O)N3CCN(c4ccccn4)CC3)CC2)cc1C	-9	-8	22	1	-5	-5	-12	8	-2	-8	2
7	COc1cc(C(=O)NNC(=O)c2ccc(F)cc2)ccc1OCC(=O)N1CCOCC1	-8	-1	1	4	1	29	4	1	-2	1	-22
8	O=C(O)CCc1ccc(-c2cccs2)n1NC(=O)c1ccc(Cl)cc1Cl	-7	-5	-18	2	16	5	1	9	-2	8	-3
9	Cn1c(=O)n(C)c2cc(S(=O)(=O)Nc3cc(Cl)ccc3O)ccc21	-4	-1	9	-6	17	3	3	-7	-6	1	-4
10	COc1cccc(C(=O)NC2CCCc3ccccc32)c1 (centres undefined)	-1	-1	-4	-27	1	15	8	9	0	3	2
11	Cc1noc(C)c1C(=O)OCC(=O)NC1CCCCC1C (centres undefined)	-5	-12	10	-6	3	22	9	0	-11	17	-5
12	CCOc1ccccc1C=NNC(=O)CCCCC(=O)NN=Cc1ccccc1OCC	-7	-14	-17	-14	13	-6	24	21	14	2	1
13	CCc1ccc(Nc2n[n+](-c3ccccc3)c(-c3ccc(SC)cc3)s2)cc1	-15	39	-34	-83	-54	-115	-18	-2	-2	-74	-14
14	CC1CCN(C(=O)c2ccc3c(c2)C(=O)c2ccccc2-3)CC1	3	20	-22	-13	-34	0	-50	-2	-23	-11	-1
15	CCn1nc(C)c(NC(=O)c2ccc(Cl)cc2)c1C	-8	2	-8	-23	-16	1	8	-7	-5	9	-12
16	CCCCC(=O)C1=C(N2CCCC2)CC(C)(C)CC1=O	-13	10	23	-13	6	5	43	0	8	16	3
17	CN(C)C(=O)c1cccc(-c2cnc3c(NC=O)cc(-c4cccc(F)c4)cn23)c1	.	-9	-19	3	-10	6	-21	1	.	-16	-11
18	Cc1cc(C)n2nc(SCC(=O)N3CCC(C(=O)O)CC3)nc2n1	-7	-6	-7	4	8	-7	-1	9	-6	5	8
19	CC(C)(C)C(=O)c1c(N)[nH]c(C(=O)c2ccccc2)c1-c1ccc(F)cc1	.	-6	-11	.	23	-8	-4	-9	.	.	0
20	O=C(CCn1c(=O)oc2ccccc21)n1c(=O)oc2ccccc21	6	-11	5	-12	-45	14	2	-4	2	-2	2
21	Cc1cc(C)c(NC(=O)CSc2nnc(-c3ccco3)n2N)c(C)c1	1	-13	8	-8	-23	3	-14	5	8	6	-4
22	COc1ccc(NS(=O)(=O)c2ccc(NC(=S)NCC3CCCO3)cc2)cc1 (centres undefined)	8	7	7	1	2	19	6	7	8	-11	0
23	O=C(CN1C(=O)C2C3C=CC(C3)C2C1=O)Nc1ccc(S(=O)(=O)N2CCCCC2)cc1 (centres undefined)	8	-8	-20	7	5	-21	6	1	-4	5	2
24	Cc1noc(C)c1S(=O)(=O)N1CCC(C(=O)N2CCN(Cc3ccc4c(c3)OCO4)CC2)CC1	6	0	13	-2	-8	9	2	13	-1	1	-11
25	C/C(=N/NC(=O)c1ccc(O)cc1)c1cccc([N+](=O)[O-])c1	5	-5	-46	-23	-8	-63	4	-42	4	-47	-4
26	COC(=O)[C@]12CCCCC=C1N(Cc1cccc3ccccc13)C(=O)[C@H](CC(=O)N1CCN(C(=O)C3CC3)CC1)C2	.	17	14	.	-17	-19	19	11	.	.	14
27	Cc1ccc(SCCC(=O)NC(C)(C)C)cc1	4	-6	-34	-32	-52	-41	-6	-2	-3	-36	-3
28	O=C(O)CCCCCNCc1c(Cl)cccc1Cl	2	1	-6	-18	9	0	0	10	-5	21	-7
29	COc1ccccc1OCCNC(=O)C(=O)c1c[nH]c2ccccc12	-3	-11	17	-4	-25	-1	-13	5	4	16	-9
30	O=C(CSc1ccc2nnc(CCNC(=O)c3ccccc3)n2n1)Nc1ccc(F)cc1F	-12	-8	-23	-3	-13	-3	7	8	6	0	-9
31	CCOC(=O)C(NC(=O)Nc1ccc(C(N)=O)cc1)(c1ccccc1)C(F)(F)F (centres undefined)	-52	-7	-10	-3	-1	0	5	-8	-1	-11	-1
32	COCCN(C(=O)CCC(=O)Nc1ccccn1)C(C(=O)NC1CCCC1)c1ccc(OC)cc1 (centres undefined)	-2	-1	2	-2	-8	5	7	-4	-8	22	11
33	CCCn1c(-c2cccs2)nc2c1c(=O)[nH]c(=O)n2Cc1ccccc1	2	-4	-1	-1	2	-8	4	8	2	11	-1
34	Cn1c(=O)c2c(Nc3ccc(F)cc3)cc(=O)n(-c3ccccc3)c2n(C)c1=O	.	-12	21	10	-11	11	1	-7	9	12	-3
35	Cc1cc(C(=O)OCC(=O)c2cccc([N+](=O)[O-])c2)c2cccc(C)c2n1	-1	-10	2	3	1	-10	0	1	1	2	-6
36	CC(C)CNC(=O)C(=O)NCC1OCCCN1S(=O)(=O)c1cccs1 (centres undefined)	-4	-18	-4	-4	-8	3	-9	-9	5	-7	-10
37	CCCC12CN3CCN(CC(C3)/C1=N\NC(=O)c1ccccc1Cl)C2	6	4	-3	0	4	-18	-14	4	5	15	4
38	COc1ccc(/C=C/c2nc3ccccc3c(=O)n2-c2cccc(C(=O)O)c2)cc1	-1	-2	-30	-10	-6	0	-6	-19	1	-23	-6
39	O=C(CSc1nnc(-c2ccc3c(c2)OCO3)n1-c1ccccc1)c1ccc(Cl)cc1	7	6	-9	0	8	-30	-14	4	6	8	-10
40	CC(C)OC(=O)C(=O)NNc1ccccc1	-7	-3	-8	10	17	45	-10	-14	-6	10	0
41	CSc1ccc(C2=C/C(=C3/SC(=S)NC3=O)c3ccccc3O2)cc1	1	33	13	2	-20	5	-96	-3	-55	11	-9
42	O=CN1CCN(C(=O)COc2ccc(Cl)cc2Br)CC1	8	-2	-2	14	-12	-4	1	-7	-9	-6	-10
43	CC(=O)N(C)c1ccc(NC(=O)Nc2cccc3ccccc23)cc1	-4	29	7	-36	-29	-32	-2	-94	-13	-18	1
44	O=C(Nc1ccc(F)cc1)Nc1csc2ccccc12	.	19	-19	-18	-10	-23	22	-12	.	-8	-8
45	Cc1ccc(NC(=O)c2cccc(Oc3ccc([N+](=O)[O-])cc3)c2)c(C(=O)O)c1	3	-9	-4	-2	30	-4	4	4	9	-12	-6
46	CC1(C)CC(=O)CC(=O)/C1=N\Nc1c(Cl)cc(Cl)cc1Cl	-13	-3	-11	-8	-26	-15	-23	-5	3	-33	-5
47	CCCNC(=O)C1CC2Cn3c(nc4ccccc43)C2N1C (centres undefined)	-7	10	-20	-15	0	-7	0	-10	5	-10	8
48	COc1ccccc1OCCNC(=O)C1CC(=O)N(c2ccccc2OC)C1 (centres undefined)	0	-5	21	-43	12	-5	5	-4	0	20	-3
49	CC(=O)N1CCC(N(CCN2CCOCC2)C(=S)Nc2cc(C)cc(C)c2)CC1	0	-5	-9	2	1	-14	5	18	-4	5	0
50	CC1CCCC(C)N1C(=O)COC(=O)CCc1nc2ccccc2c(=O)[nH]1 (centres undefined)	-10	24	-33	-17	-9	4	-2	-4	2	12	-14
51	COc1ccc(NC(=S)N(CCO)Cc2ccccc2)cc1	-9	-6	.	4	-23	-25	4	.	-7	-7	3
52	O=C(NC1CCS(=O)(=O)C1)c1sc2ccccc2c1Cl (centres undefined)	-2	-8	5	-11	-27	-7	1	8	-4	-7	1
53	CCN(CC(=O)Nc1ccc(OC)cc1)C(=O)c1cc([N+](=O)[O-])ccc1N1CCOCC1	8	-7	-10	8	20	4	20	-40	2	10	0
54	CC1CC(C)(C)NC(=S)N1CCCC(=O)NCCc1ccc(Cl)cc1 (centres undefined)	-6	-3	-11	6	5	-8	-12	2	1	1	-7
55	CC1(C)CC(NC(=O)C(F)(F)F)CC(C)(C)N1OC(=O)c1ccco1	-5	-16	3	0	0	10	-3	11	4	9	-1
56	CCOc1ccccc1N1CCN(S(=O)(=O)c2cccs2)CC1	0	-5	-24	-3	-2	-5	-20	-6	-1	-12	-5
57	OCCC1CN(Cc2nc3ccccc3s2)CCN1C1CCCC1 (centres undefined)	0	-8	21	-2	25	5	19	2	-10	24	0
58	CN(C)c1ccc(/C=N/NC(=O)CNC(=O)c2ccc3c(c2)OCCO3)cc1	5	7	-7	-47	3	24	5	0	3	-3	1
59	CN(C)CCN(C(=O)CN1C(=O)c2ccccc2C1=O)c1nc2cc3c(cc2s1)OCO3	-1	-23	-15	-9	-14	-10	12	1	7	0	-2
60	CCOc1cc(C(=O)NCc2ccc(C)cc2)ccc1OCC(=O)N1CCOCC1	0	-14	3	7	20	0	-6	-15	4	-6	2

# (more compounds)
no.	SMILES	TLR9-MyD88 inh	C8 TRAIL sens	NCOA2 inhibitor	SRC1 inh	TROY NFkB inh	NR5A2 inv ag	TWEAK Fn14 block	COUP-TFII inh	EBV LMP1 NFkB	SRC3 inh	NOD2-RIPK2 inh
61	CC(NC(=O)c1ccncc1)c1ccc(Br)cc1 (centres undefined)	1	7	-5	12	5	0	-6	35	10	21	5
62	O=C1c2ccccc2S(=O)(=O)c2cc(N3CCOCC3)ccc21	9	66*	-10	-90	44	-119	71*	-22	31	-81	0
63	Cc1ccsc1/C=N/NC(=O)c1nnn(-c2nonc2N)c1CSc1ccccc1	-2	12	15	13	10	15	-39	-5	0	3	-2
64	CN(CC(=O)NC1CCCCC1)S(=O)(=O)c1cccc2cccnc12	4	-7	-24	7	-2	24	-2	4	-2	14	-5
65	O=C(OCCN1C(=O)c2ccccc2C1=O)c1cccc(OC(F)F)c1	-3	-15	3	3	-25	3	-4	16	5	1	-10
66	CCOc1ccccc1NC(=O)CCc1c(C)nn(-c2ccc(N3CCCCC3)nn2)c1C	6	26	-14	-4	-27	-23	-4	-15	-5	-14	-6
67	CCc1ccc(NS(=O)(=O)c2cc(OC)ccc2OC)cc1	4	-11	5	6	11	-21	5	11	-3	12	0
68	Cc1cc(C)c2c(-n3cccc3)c(C(=O)O)sc2n1	9	5	-10	-12	17	14	15	-10	-11	4	3
69	Cc1cc(NC2CCCCC2)nc(NCc2ccccc2)n1	-1	35	-22	17	40	5	17	52*	13	33	5

# Screening results: PubChem, several laboratories

# Some of the compounds tested, so the mix of outcomes need not match the whole.
